Compound activity as filed in PubChem BioAssay.
NOD1 NF-kB reporter – inhibition of NOD1-driven NF-kB reporter – cell-based, luminescence, uHTS, primary screen (AID 1578). NOD1-driven NF-kB luciferase reporter cells, luminescence; higher % means a stronger effect. inhibition, % at 4 µM; hits with a dose series show EC50 in µM. 290,000 tested, 1% active; in the data active means inhibition mostly above about 36%, no sharp cut-off; inactive means mostly below about 34%;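 further: HEK-293T reporter cells stimulated with the NOD1 agonist gamma-tri-DAP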
Yfh1-depleted yeast – mitochondrial function rescue without frataxin homolog – Friedreich's ataxia, plus single-dose screen, dose response (AID 1465) | 220,000 tested, 0.074% active | S. cerevisiae Yfh1-off respiration, WST-1 reduction, 72 h; higher fold induction means a stronger effect | one-dose fold induction at 50 µM; EC50 in µM for titrated hits;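 active means fold induction of absorbance versus untreated yeast above a set limit, then at least 30% activation at any dose in follow-up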;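 further: activators that raise dye reduction in frataxin-depleted yeast; strong numbers were not always called active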
bCat nuc transl – alters nuclear translocation of beta-catenin in HeLa cells; immunofluorescence imaging; nuclear translocation activity, % at 5 µM; 190,000 tested, 0.3% active; AID 1665;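 active means nuclear translocation activity above 50% at 5 µM, with a well cell count of 50 or more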;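 further: per-cell ratio of nuclear to cytoplasmic median beta-catenin stain intensity; plate controls were DMSO negative control for no effect and GSK-3 inhibitor IX positive control for full effect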
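test system = HeLa cells, endogenous beta-catenin | dosing = single 5 µM dose plus 0.02–20 µM confirmation series | times = compound treatment 24 h, 37°C, 5% CO2 | technique = beta-catenin immunofluorescence imaging with DAPI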
Autophagy mod – autophagy modulation, high-content screen; AID 463193; MEF GFP-LC3 puncta imaging; test concentration mostly 10 µM; calls only at 10 µM (by protocol); 190,000 tested, 0.98% active;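 active means percentage of spot-positive cells more than 3 SD above its plate mean, without a fluorescence outlier flag or 80% toxicity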;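 further: spot-positive cell cutoff set from DMSO-treated cells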
Dynein cargo inh – blocks dynein driven cargo transport along microtubules. z-score, hits read low. AID 1381. 220,000 tested, 0.47% active. 3617.4 mouse cells, GR-EGFP nuclear translocation imaging; test concentration mostly 20 µM; stimulated with dexamethasone, 1 µM; active compounds read low;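 active means plate z-score of nuclear minus cytoplasmic receptor signal below a set negative limit, without overly bright fluorescence or cell loss, cut at about -3.5 in these data, passing the limit was not always enough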;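 further: z-score of nuclear minus cytoplasmic ring GR-EGFP intensity difference per well; some compounds called inactive have numbers as strong as hits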
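Also added – dexamethasone, 1.0 µM final · Buffer or medium – tet-free, stripped-serum medium · Schedule – induction 48 h, compound 1 h, agonist 30 min · Detection – formaldehyde fixation, Hoechst nuclear stain, 10x automated fluorescence imaging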
P. falciparum M17LAP – P. falciparum M17LAP inhibitors, primary screen, biochemical, fluorogenic H-Leu-NHMec substrate, 1536-well (AID 1619); recombinant M17LAP, H-Leu-NHMec fluorogenic kinetic assay; higher % means a stronger effect; inhibition, % at 30 µM; hits with a dose series show IC50 in µM; 220,000 tested, 0.38% active;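 active means compound inhibiting the enzyme by more than half at any dose during confirmatory dose-response retesting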;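 further: plate controls were full reaction with DMSO carrier for no effect and no enzyme background for full effect; strong numbers were not always called active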
MT stabilize HCS – stabilizes microtubules in HeLa cells. AID 2205. 200,000 tested, 0.83% active. HeLa tubulin immunostaining HCS, 24 h; share of cells brighter than vehicle mean+2SD. % tubulin-high responders, % at 10 µM;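 active means plate Z-score above 3 for both tubulin-high and condensed-nucleus cell shares, with cell loss under 80%, at 10 µM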;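 further: anti alpha tubulin signal scored within the nucleus-defined area of each cell; some results filed as inactive read as strong as hits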
HEK293 NOD2/NF-kB – NOD2 signaling inhibitors, cell-based, luminescence, uHTS, HEK293 (AID 1566); one-dose inhibition, % at 4 µM; EC50 in µM for titrated hits; HEK293 NOD2/NF-kB luciferase reporter, luminescence; higher % means a stronger effect; 290,000 tested, 0.63% active; in the data active means inhibition above about 50%; further: many of its hits are not listed in these tables
Ins promoter up – MIN6 insulin promoter up-regulation. 190,000 tested, 0.3% active. MIN6 insulin promoter-GFP reporter, high-content imaging; active compounds read high. z-score at 5 µM;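 active means z-score above 3 at 5 µM with at least 500 cells counted in the well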
Dynein cargo inh cytoplasmic EGFP – second read-out of Dynein cargo inh, no call of its own (marks repeat the call); z-score; measured here: cytoplasmic GR-EGFP intensity; active compounds read high
Dynein cargo inh nuclear GR-EGFP – further read-out of Dynein cargo inh, marked with its call; z-score; measured here: nuclear GR-EGFP intensity;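 lower value marks the stronger effect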
Dynein cargo inh cell count – further read-out of Dynein cargo inh, marked with its call; z-score; measured here: cell count per field
Ins promoter up cell count – recorded beside Ins promoter up, whose call it bears; cell count; measured here: cytotoxicity, nuclei count;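 total cells summed across four imaged fields per well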
bCat nuc transl cell count 5 µM – further read-out of bCat nuc transl, marked with its call; cell count; measured here: cell count, cytotoxicity flag
MT stabilize HCS Hoechst-high % – recorded beside MT stabilize HCS, whose call it bears; % Hoechst-high responders; measured here: nuclear condensation Hoechst responders;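 share of cells brighter than vehicle mean plus two SD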
MT stabilize HCS cytotoxicity % – recorded beside MT stabilize HCS, whose call it bears; toxicity, %; measured here: cytotoxicity by cell density;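 0% = mean cell density of plate MIN control wells and 100% = no cells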
Autophagy mod cell loss 18 h – second read-out of Autophagy mod, no call of its own (marks repeat the call); toxicity, %; measured here: cell loss, nuclei count;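 cell loss after 18 h compound exposure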
Starred values were filed as active, the others as inactive; i = inactive; . = not tested or not shown. Some of the compounds tested. The share of hits here may be higher or lower than overall.

SMILES,NOD1 NF-kB reporter,Yfh1-depleted yeast,bCat nuc transl,bCat nuc transl cell count 5 µM,Autophagy mod,Autophagy mod cell loss 18 h,Dynein cargo inh,Dynein cargo inh cytoplasmic EGFP,Dynein cargo inh nuclear GR-EGFP,Dynein cargo inh cell count,P. falciparum M17LAP,MT stabilize HCS,MT stabilize HCS Hoechst-high %,MT stabilize HCS cytotoxicity %,HEK293 NOD2/NF-kB,Ins promoter up,Ins promoter up cell count
c1ccc(-n2cnc3ccccc32)cc1,34%,i,1.1,1248,i,-39,-0.17,-0.23,0.053,0.41,10%,1.4,1.8,5.6,24%,-0.13,1311
Cc1ccc(-c2csc3nc4ccc(C(=O)NCCO)cc4c(=O)n23)cc1,-5%,i,0.8,1313,.,.,-0.27,-0.53,-0.013,0.31,-1%,.,.,.,16%,-0.16,1006
O=C1CN(c2ccccc2F)C(=O)CN1c1ccccc1F,-10%,i,-0.8,1062,i,-4,-0.084,-0.21,0.072,-0.69,0%,4.8,1.8,4.2,12%,0.61,1224
COC(=O)c1sc(N2CCCCC2)c(C#N)c1N,-4%,i,0.8,1281,.,.,0.39,-0.24,-0.057,-0.24,-2%,.,.,.,13%,-0.53,1435
C=CCNc1nc(Nc2ccc(Cl)cc2)nc(OC)n1,-34%,i,1.1,1045,i,1,0.4,-0.33,0.24,0.14,9%,1.5,1.8,1.8,-32%,-0.63,1272
CCn1c(SCC(=O)NC(=O)Nc2ccc3c(c2)OCCO3)nnc1-c1cccs1,-2%,i,0.0,1169,i,13,-0.45,-0.21,0.011,0.12,9%,2.8,1.7,0.3,-4%,-0.47,1073
Cc1ccc(S(=O)(=O)N(C)c2ccc(OC(=O)c3ccc(=O)[nH]c3)cc2)cc1,6%,i,-2.3,1031,i,14,-0.69,-0.28,0.026,0.09,0%,3.9,3.7,7.2,9%,-0.92,1065
C/C(=N\NC(=S)NC(C)C)c1ccc(Cl)c([N+](=O)[O-])c1,6%,i,-0.6,1360,.,.,1.1,-0.24,0.28,-0.55,0%,.,.,.,-22%,1.6,1430
CCn1nc(C)cc1C(=O)n1nc(C)c(Sc2ncccn2)c1C,-10%,i,-0.1,1221,.,.,0.14,-0.26,0.043,-0.72,2%,.,.,.,0%,0.28,1413
CC(C)CSc1nc2ccccc2n1CC(=O)O,6%,i,0.0,1530,i,-13,-0.44,-0.21,-0.34,-0.094,7%,1.8,2.0,3.9,-11%,1.1,1393
CCc1ccccc1N1C(=O)C2CC(C)=C(C)CC2C1=O (stereo not given),-3%,i,0.2,1161,i,4,-0.57,-0.28,-0.1,0.59,3%,3.5,2.1,0.6,-6%,-0.03,1273
COC(=O)C1CCN(C2CC(=O)N(c3cc(C)cc(C)c3)C2=O)CC1 (stereo not given),-41%,i,-2.5,1090,i,9,2.1,-0.13,1.5,-1.7,4%,3.2,1.6,12,-17%,0.57,1584
Cc1ccc2oc(=O)c3cnn(CC(=O)NCCN(C)C)c3c2c1,-36%,i,-2.7,1172,i,16,0.2,-0.19,0.44,0.092,-2%,1.4,1.9,3.8,18%,0.29,1280
CN(C(=O)COC(=O)c1cc(S(=O)(=O)N2CCOCC2)c(Cl)cc1Cl)C1CCS(=O)(=O)C1 (stereo not given),-39%,i,-1.9,1162,i,25,3,-0.17,1.6,-1.1,-5%,2.3,2.2,1.7,2%,-0.74,1516
CC(C)c1c(O)cc(-c2ccncc2)n(-c2ccc(Cl)cc2)c1=O,25%,i,-2.9,482,i,2,-0.38,-0.21,-0.12,1.1,-16%,2.8,1.2,2.5,9%,-0.06,1082
COc1ccc(C(=O)COC(=O)CCN2C(=O)[C@@H]3[C@H](C2=O)[C@@H]2C[C@H]3C(Br)C2Br)cc1 (stereo not given in full),-4%,i,-4.7,1045,i,14,1.1,-0.15,0.73,-1.7,16%,15,12,0.4,14%,1.2,1523
O=C(COC(=O)c1ccc(Cl)nc1)Nc1ncc(Cl)cc1Cl,-45%,i,0.1,1071,i,10,-0.46,-0.34,0.16,0.19,-1%,3.9,2.8,7.6,10%,-0.18,1211
Cn1c(=O)oc2cc(S(=O)(=O)N3CCN(Cc4ccc5c(c4)OCO5)CC3)ccc21,-44%,i,0.0,1263,i,21,-0.92,-0.28,-0.4,0.031,21%,3.4,2.7,4.0,-11%,-0.18,1620
O/N=C/c1cc(Br)ccc1OCc1ccccc1F,.,i,.,.,i,5,-0.32,-0.18,-0.46,0.9,.,4.0,1.7,1.5,.,.,.
O=C(O)CNC(=O)c1ccc2c(c1)OCCO2,8%,i,-2.6,925,i,-4,-0.18,-0.27,-0.2,0.17,-3%,3.5,1.2,3.4,16%,0.12,1289
COC(=O)N/N=C/c1sc(N2CCCCC2)nc1-c1cccs1,-12%,i,-1.6,961,i,-5,0.22,0.001,0.15,-1.1,-7%,3.6,1.8,4.3,1%,0.42,1573
COc1cc2c(cc1NC(=O)CN(C)Cc1ccc(OC)c(OC)c1)oc1ccccc12,28%,i,0.0,1059,i,7,0.66,0.18,0.45,-1.5,5%,11,8.4,55,15%,-0.35,1403
CN(C)c1ccc(/C=C2/C=C(c3ccc4c(c3)CCCC4)OC2=O)cc1,10%,i,1.0,1309,.,.,-0.41,0.32,0.3,-0.43,15%,.,.,.,19%,0.21,927
CC(=O)Nc1cccc(OCc2c(F)cccc2Cl)c1,-24%,i,-0.9,1222,i,-32,-0.5,-0.24,-0.12,0.01,2%,5.7,2.2,8.8,14%,0.91,1404
O=C(Nc1cccnc1)C1CCCN(S(=O)(=O)c2cccc3nsnc23)C1 (stereo not given),-12%,i,.,.,i,-28,0.46,1,0.84,0.35,-4%,2.5,1.7,1.5,8%,0.04,993

3 entries out of the list above, arranged by their value in Dynein cargo inh, descending:
SMILES | Dynein cargo inh
CN(C(=O)COC(=O)c1cc(S(=O)(=O)N2CCOCC2)c(Cl)cc1Cl)C1CCS(=O)(=O)C1 (stereo not given) | 3
COc1ccc(C(=O)COC(=O)CCN2C(=O)[C@@H]3[C@H](C2=O)[C@@H]2C[C@H]3C(Br)C2Br)cc1 (stereo not given in full) | 1.1
O=C(O)CNC(=O)c1ccc2c(c1)OCCO2 | -0.18

Next section:
SMILES,NOD1 NF-kB reporter,Yfh1-depleted yeast,bCat nuc transl,bCat nuc transl cell count 5 µM,Autophagy mod,Autophagy mod cell loss 18 h,Dynein cargo inh,Dynein cargo inh cytoplasmic EGFP,Dynein cargo inh nuclear GR-EGFP,Dynein cargo inh cell count,P. falciparum M17LAP,MT stabilize HCS,MT stabilize HCS Hoechst-high %,MT stabilize HCS cytotoxicity %,HEK293 NOD2/NF-kB,Ins promoter up,Ins promoter up cell count
O=C(CN1CCC2(CC1)OCCO2)c1c[nH]c2ccccc12,3%,i,-1.2,1159,i,11,0.83,-0.11,0.68,0.18,6%,7.7,2.9,7.4,0%,.,.
O=C(CCN1CCN(c2ccccc2)CC1)NNC(=S)Nc1ccccc1Cl,-38%,i,-0.6,1049,i,9,-0.33,-0.27,0.13,0.87,1%,5.7,1.9,6.6,0%,-1.1,1337
CC[N+]1(CC)CC2=Cc3c(ccc4ccccc34)C(C)C2C1 (stereo not given),0%,i,-0.4,1292,.,.,0.054,-0.15,0.17,-0.86,3%,.,.,.,12%,-0.01,1092
O=C(Nc1ccccc1C(F)(F)F)c1cc(-c2ccccc2O)on1,-54%,i,-0.6,1125,i,-4,-0.18,-0.17,0.11,1.1,1%,2.1,2.9,19,-25%,0.1,1097
COc1ccc(-c2nnc(SCC(=O)Nc3cc(S(=O)(=O)N4CCCCC4)ccc3Cl)n2N)cc1,-48%,i,2.3,507,i,-11,2.3,-0.21,1.6,-1.5,13%,3.1,3.9,12,-6%,0,1367
CCC(C)NC(=O)CSc1nnc(-c2cc(-c3cccs3)nc3ccccc23)o1 (stereo not given),-7%,i,.,.,i,1,-0.0056,-0.3,-0.28,0.13,-10%,0.9,0.8,3.9,-6%,-0.68,992
CCCc1cc(=O)oc2cc(C)c(CN3CCCC3)c(O)c12,8%,.,-2.2,1138,i,-4,-1.7,-0.076,-0.42,0.046,4%,2.1,2.6,4.4,3%,.,.
Cc1ccc(-n2c(-c3ccccc3)n[nH]c2=S)cc1,-34%,i,-3.7,603,i,-2,-0.9,0.09,-0.22,0.51,6%,2.2,2.1,7.5,2%,.,.
CCNC(=S)N1CCN(C(=O)C(Cc2ccccc2)NC(C)=O)CC1 (stereo not given),19%,i,-4.3,550,i,14,0.36,0.36,0.38,-1.1,-3%,2.4,1.6,2.5,-19%,.,.
Cc1ccc(C(=O)c2ccccc2C(=O)O)c(O)c1,-10%,i,-1.3,1162,i,2,-0.78,-0.41,-0.32,0.43,-161%,3.1,2.5,11,-15%,0.32,1008
O=C(COc1ccc(Br)cc1)NCCO,-10%,i,-3.4,545,i,12,-0.83,-0.32,-0.72,0.51,-2%,2.7,3.0,2.6,0%,-0.03,1320
CCn1c(N2CCN(S(=O)(=O)c3ccc(F)cc3)CC2)nc2ccccc21,-8%,i,-0.1,1555,i,-5,1.2,-0.13,0.84,-0.81,3%,1.9,2.1,12,22%,.,.
O=C(CCN1C(=O)c2ccccc2C1=O)NCc1ccco1,-13%,i,2.9,1115,i,25,1.9,-0.093,0.97,-0.41,-3%,1.2,1.7,11,10%,-0.54,1232
CCOC(=O)Cc1ncccc1C(=O)Nc1ccc(OC)cc1,-27%,i,0.3,1031,i,-10,-1.7,-0.2,-1.1,1.1,11%,3.2,2.2,5.7,8%,0.95,1247
COc1ccc2c(=O)c3c(=O)n(Cc4ccco4)c(-c4ccccc4)nc3oc2c1,-10%,i,-2.7,1197,i,2,-0.23,-0.18,0.21,-0.025,1%,7.4,1.7,11,10%,-0.3,837
